# Screens from PubChem.
# Rat MKP-3 inhibitors: inhibition of rat DUSP6 enzyme activity – biochemical, in vitro, primary screen (AID 425); hit rate 0.17% among 110,000; inhibition, % at 20 µM; hits with a dose series show IC50 in µM; recombinant MKP-3 phosphatase activity, fluorescence; higher % means a stronger effect; in the data active = inhibition above about 50%;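 also: plate controls were vehicle for no effect and reference inhibitor for full effect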
# Hsp70 inhibitors: small molecules displacing fluorescent ligand from Hsp70 – biochemical, fluorescence polarization, primary screen (AID 583). Hsp70 fluorescence polarization probe displacement, mP; higher % means a stronger effect. hit rate 0.06% among 140,000. displacement, % at 20 µM, or IC50 in µM where a hit was titrated; in the data active = displacement above about 50%;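 also: plate controls were vehicle for no effect and reference ligand for full effect; a part of the inactive calls stands beside numbers as strong as those of hits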
# * hit, by the source's call; · = no result given; & = joins results of further samples. This is a subset; the hit share may differ from the screen's.
SMILES,Rat MKP-3 inhibitors,Hsp70 inhibitors
CCOc1cccc(C=Nc2cc(CC)ccc2O)c1O,3%,1.2%
CCOC(=O)N1CCC(NC(=O)Cc2cn(C)c3ccccc23)CC1,10%,·
CCOc1cc(C=C2C(=O)NC(=S)NC2=O)ccc1OCc1ccc(Cl)cc1,0%,3.6%
OC1CCN(c2c3c(nc4cc(-c5ccc(F)cc5)nn24)CCC3)CC1,·,-2.7%
CCOc1cc(S(=O)(=O)Nc2ccccn2)ccc1F,-4%,4.7%
COCCCNC(=O)CN1C(=O)CSc2ncccc21,-9%,0.7%
COc1ccc(/C=C/C(=O)Nc2ccc(F)c([N+](=O)[O-])c2)cc1,1%,-1.6%
O=c1nc(/C=C/c2cc3c(cc2[N+](=O)[O-])OCO3)cc(C(F)(F)F)[nH]1,0%,1.9%
Cc1ccc(CN(c2ccc(C(=O)NCc3ccc4c(c3)OCO4)cc2)S(C)(=O)=O)cc1,·,0.7%
COc1ccc(NC(=O)c2cc([N+](=O)[O-])ccc2N2CCN(C)CC2)cc1,4%,-1.8%
Cc1cc(NC(=O)C2COc3ccccc3O2)no1 (stereo not given),2%,5.3%
CN1C2CCC1CC(OC(=O)c1c[nH]c3ccccc13)C2 (stereo not given),-13%,-4.3%
NS(=O)(=O)c1cc2c(cc1Cl)NCNS2(=O)=O,2%,-1.4%
O=C(CCCN1C(=O)c2ccccc2C1=O)Oc1ccc(F)cc1,-10%,3.7%
O=C(Nc1cc2c(cc1Cl)OCCO2)c1ccco1,·,-3.9%
COc1ccc(CN2CCCC(C(=O)N3CCCC3)C2)cc1 (stereo not given),-10%,-2.4%
O=S(=O)(c1ccc(F)cc1)N(CCO)CC(O)Cn1c2ccccc2c2ccccc21 (stereo not given),-2%,5.7%
Cc1cc(C(F)(F)F)n2ncc(-c3ccccc3)c2n1,-5%,·
CCSc1nnc(NC(=O)C(C)(C)C)s1,-4%&2%,-3.2%&1.1%
COc1ccc(C(=O)CC2(O)C(=O)N(C)c3ccccc32)cc1OC (stereo not given),0%,1.9%
Cc1ccc(NC(=O)C(C)Sc2ccc(Cl)cc2)cc1 (stereo not given),-1%,2.0%
COc1ccc(CNC(=O)C2CC(c3ccc(F)cc3)=NO2)cc1 (stereo not given),-3%,-3.5%
CCCc1nnc(SCC(=O)N2CCCCC2)n1CC1CCCO1 (stereo not given),·,-2.8%
Cc1ccc(-c2nn(CC(=O)O)c(=O)c3ccccc23)cc1,·,-1.7%

# One compound at a time, from the list above. Screens in order: Rat MKP-3 inhibitors | Hsp70 inhibitors
# Listed for `O=c1nc(/C=C/c2cc3c(cc2[N+](=O)[O-])OCO3)cc(C(F)(F)F)[nH]1` : 0% | 1.9%
# Listed for `CCOc1cc(S(=O)(=O)Nc2ccccn2)ccc1F` : -4% | 4.7%

# Next part
SMILES,Rat MKP-3 inhibitors,Hsp70 inhibitors
CCCn1c2c(c(O)c(C(=O)Nc3ccc(OC)cc3)c1=O)CCCC2,-5%,-3.5%
CCOC(=O)C1=C(C)N=c2s/c(=C\c3ccc(NC(C)=O)cc3)c(=O)n2C1c1ccc(OC)c(OC)c1 (stereo not given),-1%,-1.8%
Cc1ccc(S(=O)(=O)N(C)CC(=O)OCc2nnc(-c3ccccc3)o2)cc1,-6%,14%
CCCCN(CCCC)C(=O)CSc1nc2sc(C)c(C)c2c(=O)[nH]1,4%,-4.2%
CC(=O)NNC(=O)COc1ccc(Br)cc1,1%,0.7%
COc1cc(C)c(C(C)C)cc1S(=O)(=O)N1CCOCC1,-3%,3.3%
COCCCNC(=O)CCCn1c(=O)c2ccccc2n(CC(=O)Nc2c(C)cccc2C)c1=O,6%,·
COc1ccc(S(=O)(=O)Cc2ccc(C(=O)N3CCOCC3)o2)cc1,-6%,3.5%
COc1ccccc1N1C(=O)C2CC(C)=C(C)CC2C1=O (stereo not given),-5%,-0.5%
Cn1cccc1CNC(=O)Nc1ccccc1,·,1.1%
O=C1NC(=S)N(c2ccc(Br)cc2)C(=O)/C1=C/c1ccc(N2CCOCC2)o1,-2%,-74%
COc1ccc(-c2nc(C)sc2CC(=O)O)cc1,2%,5.4%
CCOC(=O)c1c(-c2ccccc2)oc2ccc(OC(=O)c3ccco3)cc12,0%,-1.7%
CC12CCC(C(=O)NCc3ccc4c(c3)OCO4)(CC1=O)C2(C)C (stereo not given),0%,3.5%
OCCOCCNc1ncnc2c1cnn2-c1ccc(Cl)cc1,-2%,2.3%
c1ccc(CN2CCN(c3nc(N4CCOCC4)c4ccccc4n3)CC2)cc1,·,4.9%
Cc1ccc(C(=O)Nc2c(C(=O)Nc3cccnc3)cnn2-c2ccccc2)cc1,3%,5.3%
COc1cc2c(cc1NC(=O)c1cccc(F)c1)oc1ccccc12,1%,1.5%
CC(C)Sc1nc2c(c(=O)n1C)SC(C)C2 (stereo not given),5%,-2.5%
Cc1cc(Cl)ccc1NC(=O)c1cccc([N+](=O)[O-])c1,2%,-8.6%
COc1ccc(CCNC(=O)CN(c2ccc(Br)cc2)S(C)(=O)=O)cc1OC,2%,-2.4%
OCCN1CCN(C2Cc3cc(Cl)ccc3Sc3ccc(Cl)cc32)CC1 (stereo not given) (tested in a mixture with another compound),·,-1.2%
CCCN1CNC(=S)N(c2cc(C)ccc2C)C1,·,-3.6%
CCC1=NN2C(=N)/C(=C/c3ccc(OC(=O)c4ccc(Cl)cc4)c(OC)c3)C(=O)N=C2S1,3%,1.6%
COc1cc(NS(=O)(=O)c2ccc(NC(=O)C34CC5CC(CC(C5)C3)C4)cc2)ncn1,-14%,1.6%
Oc1c(Cl)cc(Cl)cc1CNc1ccc(Br)cn1,-11%,1.8%
CC(=O)NN1C(=O)/C(=C/c2cc3c(cc2[N+](=O)[O-])OCO3)SC1=S,119%*,16%
CCOC(=O)N1CCN(C(=O)C2CCN(S(=O)(=O)c3ccc(Cl)cc3)CC2)CC1,·,-5.2%
CCOc1cccc(-c2nnc3sc(-c4ccc(C)cc4)nn23)c1,-7%,0.2%
COc1ccc(S(=O)(=O)NNC(=O)C23CC4CC(CC(C4)C2)C3)cc1,-4%,1.3%
Cc1ncc(C[n+]2csc3ccccc32)c(N)n1,0%,4.6%
CCOc1cc(C(=O)N2CCCC2)cc(OCC)c1OCC,-5%&1%,0.2%&-1.2%
O=C(Cc1ccccc1)Nc1ncc(Cc2ccc(Cl)c(Cl)c2)s1,0%,-3.1%
CC(C)(C)NC(=O)CN(C(=O)CCN1CCCc2ccccc21)C(C)(C)C,7%,3.8%
CC1CCCCC1NC(=O)CC1Oc2ccccc2NC1=O (stereo not given),-3%,5.5%
CCOCC(=O)Nc1nnc(SCCOC)s1,2%,-0.3%
CCc1ccc2oc(-c3cc(N)ccc3Cl)nc2c1,-10%,2.0%
Cc1cccc(C(=O)NCCCN2CCCC2=O)c1,·,2.6%
CCOc1ccc(NC2=NCC(=O)N2Cc2cccs2)cc1,·,-2.1%
CCC(C)[C@H](NC(=O)OC(C)(C)C)c1nnc(SCc2c(C)[nH]c(=O)[nH]c2=O)o1 (stereo not given in full),·,0.4%
Cc1noc(C)c1CSCC(=O)OCc1nc2ccccc2c(=O)n1CC#N,5%,-7.5%
CC(C)n1c(C(O)c2ccc3c(c2)OCO3)nc2ccccc21 (stereo not given),-12%,-5.8%
O=C(Cn1c(C(F)(F)F)nc2ccccc21)NCCCN1CCOCC1,·,-3.6%
COc1cccc(NC(=O)CNC(=O)c2ccc(F)cc2)c1,-14%,-3.6%
O=C(Cn1cc2c(n1)CCCC2)NCc1cccc(Cl)c1,4%,4.8%
O=C(Nc1ccccc1O)c1cc(I)ccc1Cl,0%,-0.4%
COc1ccc2c(c1)CCc1c(C(=O)NCc3ccc(F)cc3)noc1-2,-7%,-0.7%
O=C1CCCN1CCCN=Cc1c(O)[nH]c(=O)[nH]c1=O,2%,6.6%
Cc1cccc(-n2c(=O)cc(N3CCN(c4ccc(F)cc4)CC3)[nH]c2=O)c1,-4%,2.7%
COc1ccc(OC)c(NS(=O)(=O)c2c(C)cc(C)cc2C)c1,-3%,3.8%
CC(=O)OCc1nc2sc(C)c(C)c2c(=O)[nH]1,·,1.3%
COCCCn1c(SCC(=O)NC(C)C)nnc1-c1ccccc1,-4%,-1.1%
Cc1ccc(-n2cnnn2)c2cccnc12,3%,1.1%
CCCOc1ccc(C(=O)NCc2ccco2)cc1,-16%,4.5%
O=C(NCc1ccco1)c1nn2c(c1Br)NC(c1cccs1)CC2C(F)(F)F (stereo not given),0%,3.7%
O=C(CSc1nc2ccccc2c(=O)n1CC1CCCCC1)N1CCOCC1,0%,-2.5%
Cc1nc2ccccc2n1C(=O)c1ccco1,4%,6.1%
CCN1CCN(c2ccc(NC(=O)c3ccc4c(c3)OCO4)cc2)CC1,-13%,-0.4%
C=CCn1c(SCC(=O)C(C)(C)C)nnc1-c1ccccn1,2%,6.6%
COc1cc(/C=N/NS(=O)(=O)c2ccc(C(C)(C)C)cc2)cc(OC)c1OC,-2%,3.2%
# (list continues)
SMILES,Rat MKP-3 inhibitors,Hsp70 inhibitors
CN(C(=O)c1ccccc1)C1(C)CCS(=O)(=O)C1 (stereo not given),-4%,4.5%
Cc1cccc(CSC2=NCCN2C(=O)c2ccc(Br)o2)c1,-6%,5.7%
Cn1cc(CC(=O)Nc2cccc(C#N)c2)c2ccccc21,-2%,5.3%
CSc1ccccc1NC(=O)c1c(Br)cnn1C,-1%,-2.7%
C[N+]1(C)CCC(=C2c3ccccc3CC(=O)c3sccc32)CC1,·,9.9%
CCCCN(C)C(=O)CS(=O)(=O)Cc1nc(-c2cccc(OC)c2)oc1C,-5%,-0.4%
Cc1nn(-c2ccccc2)c(-c2ccccc2)c1C(=O)O,3%,·
Cc1ccc(C(=O)NC2CC3CCCC(C2)N3C(=O)NC2CCCCC2)cc1 (stereo not given),-16%,0.9%
Cc1cc(C)cc(OCC(=O)Nc2nonc2NC(=O)COc2cc(C)cc(C)c2)c1,-9%,-14%
CC1CCCCN1C(=O)CSCC(=O)Nc1nc(-c2cccs2)cs1 (stereo not given),-10%,5.8%
COc1ccc(Cc2cnc(NC(C)=O)s2)cc1,2%,7.9%
CC(=O)C(C(C)=O)C(SCc1ccccc1)c1ccccc1 (stereo not given),1%,2.8%
Cc1ccccc1C1CC(c2ccc(Br)cc2)Nc2nc(N)nn21 (stereo not given),0%,0.2%
Cc1ccc(CN(N=Nc2nonc2N)c2nonc2N)c(C)c1,·,1.8%
COc1ccc(-c2cn3c(C)c(C(=O)NCc4ccc5c(c4)OCO5)sc3n2)cc1,-1%,1.0%
CCOc1ccc(-c2nc(C)sc2CC(=O)O)cc1,·,0.7%
O=C(Nc1ccc(NC(=O)c2ccc(Cl)cc2Cl)cc1)c1ccc(Cl)c(Cl)c1,3%,1.1%
COc1ccc(N(CC(=O)NCC(C)C)S(C)(=O)=O)c(OC)c1,-4%,-6.0%
CCOc1ccc(NC(=O)c2ccc(I)cc2)cc1,4%,-1.4%
CCC(=O)Nc1ccc(Cl)c(NC(=O)C(C)C)c1,-5%,0.9%
O=C(O)c1ccccc1NC(=O)C12CC3CC(CC(C3)C1)C2,1%,-1.5%
O=C1CC(C(=O)Nc2ccc(F)c(Cl)c2)N=C(N2CCCCC2)N1 (stereo not given),·,5.2%
COc1ccc(OC)c(C2C3=C(CCCC3=O)Nc3c2c(=O)n(C)c(=O)n3C)c1 (stereo not given),-4%,-1.9%
O=C(/C=C/c1ccc(F)cc1)Nc1nc(-c2ccccc2)cs1,3%,-2.3%
O=C(NC1CCCC1)C(c1cccs1)N(C(=O)c1ccco1)c1ccc2c(c1)OCCO2 (stereo not given),-6%,0.5%
Cc1ccc(-c2csc(N(CC3CCCO3)C(=O)c3ccco3)n2)cc1 (stereo not given),-5%,-6.6%
COC(=O)C1=C(NC(=O)c2cccs2)CCS1,9%,·
Cc1c(NC(=O)C2CCN(S(=O)(=O)c3ccccc3)CC2)c(=O)n(-c2ccccc2)n1C,3%,2.5%
CN(C)c1ccc(CNC(=O)CN(C)S(=O)(=O)c2cccc3cccnc23)cc1,-4%,1.0%
CCOC(=O)N1CCN(C(=O)C2CCN(S(=O)(=O)c3c(C)cc(C)cc3C)CC2)CC1,·,-0.8%
COc1ccc(C(CNC(=O)Cc2cc(OC)c(OC)c(OC)c2)N2CCCC2)cc1 (stereo not given),1%,7.5%
CN(C)C=Nc1ccc2nc3c(cc2c1)[nH]c1ccccc13,7%,-1.9%
Cc1ccc(-n2ncc(C#N)c2/N=C/N(C)C)cc1,-6%,8.6%
Cc1nnc(SCc2ccc(C(=O)c3ccc(Cl)cc3)o2)n1-c1ccccc1,·,-0.4%

# Molecules shown so far containing an aryl thioether with sulfur outside any ring:
SMILES,Rat MKP-3 inhibitors,Hsp70 inhibitors
CCSc1nnc(NC(=O)C(C)(C)C)s1,-4%&2%,-3.2%&1.1%
Cc1ccc(NC(=O)C(C)Sc2ccc(Cl)cc2)cc1 (stereo not given),-1%,2.0%
CCCc1nnc(SCC(=O)N2CCCCC2)n1CC1CCCO1 (stereo not given),·,-2.8%
CCCCN(CCCC)C(=O)CSc1nc2sc(C)c(C)c2c(=O)[nH]1,4%,-4.2%
CC(C)Sc1nc2c(c(=O)n1C)SC(C)C2 (stereo not given),5%,-2.5%
CCOCC(=O)Nc1nnc(SCCOC)s1,2%,-0.3%
CCC(C)[C@H](NC(=O)OC(C)(C)C)c1nnc(SCc2c(C)[nH]c(=O)[nH]c2=O)o1 (stereo not given in full),·,0.4%
COCCCn1c(SCC(=O)NC(C)C)nnc1-c1ccccc1,-4%,-1.1%
O=C(CSc1nc2ccccc2c(=O)n1CC1CCCCC1)N1CCOCC1,0%,-2.5%
C=CCn1c(SCC(=O)C(C)(C)C)nnc1-c1ccccn1,2%,6.6%
CSc1ccccc1NC(=O)c1c(Br)cnn1C,-1%,-2.7%
Cc1nnc(SCc2ccc(C(=O)c3ccc(Cl)cc3)o2)n1-c1ccccc1,·,-0.4%
